Source: PubChem BioAssay (NCI)
rad50 = NCI yeast anticancer drug screen, S. cerevisiae rad50 strain; % growth inhibition at 50 µM; AID 155; 79,000 tested, 10% active;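 also: 0% = growth of vehicle-only cultures of the same strain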
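Compounds were tested on a yeast strain with an engineered DNA damage repair alteration; the reported value is growth inhibition normalised to vehicle treatment.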
sgs1 mgt1 = NCI yeast anticancer drug screen, S. cerevisiae sgs1 mgt1 strain. % growth inhibition at 50 µM. 78,000 tested, 10% active;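 also: 0% = growth of vehicle-only cultures of the same strain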
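Yeast cells carrying a defined DNA-repair defect were exposed to test compounds. Growth inhibition was measured relative to vehicle-treated controls.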
yeast mec2-1 = NCI yeast anticancer drug screen, S. cerevisiae mec2-1 strain; % growth inhibition at 50 µM; 79,000 tested, 9% active;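 also: 0% = growth of vehicle-only cultures of the same strain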
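Strain: mec2-1 (DNA repair/cell cycle alteration). Compound exposure, then growth measured; inhibition expressed relative to vehicle.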
cln2 rad14 = NCI yeast anticancer drug screen, S. cerevisiae cln2 rad14 strain; 78,000 tested, 8.3% active; growth inhibition, % at 50 µM; AID 165;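 also: 0% = growth of vehicle-only cultures of the same strain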
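The screen exposed genetically defined yeast (cln2 rad14) to test compounds and scored growth inhibition relative to vehicle-treated controls.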
bub3 = NCI yeast anticancer drug screen, S. cerevisiae bub3 mutant strain | AID 167 | 78,000 tested, 9.9% active | growth inhibition, % at 50 µM;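 also: 0% = growth of vehicle-only cultures of the same strain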
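Part of a panel of yeast mutants defective in DNA damage repair or cell cycle regulation. Each strain is grown with compound, and inhibition is calculated relative to solvent-treated cultures.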
yeast mlh1 rad18 = NCI yeast anticancer drug screen, S. cerevisiae mlh1 rad18 strain; AID 175; 79,000 tested, 11% active; growth inhibition, % at 50 µM;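 also: 0% = growth of vehicle-only cultures of the same strain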
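In this whole-cell yeast screen, a strain with altered DNA damage repair is challenged with compound, and its growth is measured against matched vehicle-treated controls.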
* = called active by the depositor. Rule as the data show it: active = growth inhibition above about 70%; inactive = the rest. Hits appear at their usual frequency (roughly 14% active in at least one column).

| entry | SMILES | rad50 | sgs1 mgt1 | yeast mec2-1 |
| --- | --- | --- | --- | --- |
| 1 | Cc1ccc2cccc(-c3cccc4ccccc34)c2n1 | 5 | 3 | 8 |
| 2 | Cc1cc2nc(-c3ccccc3[N+](=O)[O-])[nH]c2cc1C | 22 | 41 | 0 |
| 3 | Cn1nnnc1CCO | -9 | -13 | 7 |
| 4 | C=C1C(=O)OC2C1CCC(C)C1C=CC(=O)C12C (stereo not drawn) | 12 | 6 | 6 |
| 5 | Nc1nc(CCc2ccc(NC(=O)CBr)cc2)c(CCCCc2ccccc2)c(=O)[nH]1 | 16 | 26 | 2 |
| 6 | COc1ccc(C2SC(N)=Nc3c2c(C)nn3C(=O)c2ccc(Cl)cc2)cc1 (stereo not drawn) | 4 | 23 | -15 |
| 7 | CC(O)(C#CC(C)(O)C1CC1)C1CC1 (stereo not drawn) | 3 | 9 | 7 |
| 8 | O=[N+]1c2ccccc2N([O-])C2CCCCC21 (stereo not drawn) | 25 | 0 | 2 |
| 9 | Cn1c(=O)n2n(c1=O)C1C3C4C3C3C5(COCC135)C42 (stereo not drawn) | 5 | 11 | 13 |
| 10 | O=C(O)CCCSc1ccc2ccccc2c1 | 48 | 46 | 4 |
| 11 | CC(=O)OC/C=C/CN(C)C | 9 | -7 | 5 |
| 12 | COc1cc(-c2cc(OC)c(N=N/C(=N/Nc3ccc([N+](=O)[O-])cc3)c3ccc([N+](=O)[O-])cc3)cc2Cl)c(Cl)cc1N=N/C(=N\Nc1ccc([N+](=O)[O-])cc1)c1ccc([N+](=O)[O-])cc1 | 8 | -6 | 10 |
| 13 | CN(C)C(Cc1cnc[nH]1)C(=O)N1CCCC1C(N)=O (stereo not drawn) | -22 | -10 | -46 |
| 14 | COc1ccc(-n2c(=O)c3[nH]cnc3n(-c3ccc(OC)cc3)c2=S)cc1 | 39 | -16 | 3 |
| 15 | CCCCCCC(=O)c1ccco1 | 2 | -1 | -19 |

| entry | cln2 rad14 | bub3 | yeast mlh1 rad18 |
| --- | --- | --- | --- |
| 1 | 0 | -2 | 29 |
| 2 | -74 | 16 | 3 |
| 3 | -1 | 3 | -9 |
| 4 | 9 | 17 | 0 |
| 5 | 24 | 4 | 16 |
| 6 | -18 | -11 | 8 |
| 7 | 0 | -1 | 14 |
| 8 | -43 | -18 | 33 |
| 9 | 6 | 3 | 18 |
| 10 | 25 | 5 | 38 |
| 11 | 8 | -6 | 16 |
| 12 | -21 | -14 | -14 |
| 13 | -1 | -21 | 6 |
| 14 | -2 | -19 | -9 |
| 15 | 15 | -2 | -12 |

(listing goes on)
| entry | SMILES | rad50 | sgs1 mgt1 | yeast mec2-1 |
| --- | --- | --- | --- | --- |
| 16 | O=c1/c(=C2\Cc3cccc4cccc2c34)c2cccc3cccc1c32 | -10 | 10 | -11 |
| 17 | C1=CC2CC1C1C2C2C3C=CC(C3)C12 (stereo not drawn) | -4 | 3 | -1 |
| 18 | CCCCCCC1(/C=C\c2ccc(Cl)c(Cl)c2)OCCO1 | -4 | 9 | -3 |
| 19 | Clc1ccccc1CN1COc2c(ccc3ccccc23)C1 | 36 | 33 | 14 |
| 20 | Brc1cccc(C=NC23CC4CC(CC(C4)C2)C3)c1 | 14 | 12 | -14 |
| 21 | O=C(O)CC(=O)c1ccccc1 | -28 | -10 | 5 |
| 22 | COc1ccc2c(c1)C(=O)Cc1ccccc1CC2 | -20 | -47 | -39 |
| 23 | O=c1oc(-c2ccccc2)cn1-c1ccccc1 | 3 | 6 | 6 |
| 24 | CN1C/C(=C\c2ccccc2)C2=NN(C(N)=S)[C@H](c3ccccc3)[C@@H]2C1 | 4 | -6 | -18 |
| 25 | N#Cc1ccccc1[N+](=O)[O-] | 68 | 60 | 20 |
| 26 | COCCCn1c(C(Cl)(Cl)Cl)nn2c(=O)c3ccccc3nc2c1=O | -6 | 1 | -25 |
| 27 | CS(=O)(=O)OCCCCOS(=O)(=O)CF | -37 | -31 | -35 |
| 28 | O=C1C=C(Oc2ccccc2)C(=O)C=C1Oc1ccccc1 | -8 | -27 | -4 |
| 29 | Oc1ccc(O)c2c(O)c3ccccc3c(O)c12 | 77* | 80* | 50 |
| 30 | CSC(N)=Nc1ccc(Cl)cc1 | -2 | -8 | -29 |

| entry | cln2 rad14 | bub3 | yeast mlh1 rad18 |
| --- | --- | --- | --- |
| 16 | -1 | 19 | -15 |
| 17 | 14 | 11 | 1 |
| 18 | 30 | 9 | 0 |
| 19 | 20 | 26 | 23 |
| 20 | -52 | -13 | -5 |
| 21 | 14 | 4 | -16 |
| 22 | -9 | -33 | -57 |
| 23 | 13 | -2 | -4 |
| 24 | 11 | -20 | -17 |
| 25 | 0 | 61 | 79* |
| 26 | 17 | -16 | -3 |
| 27 | -14 | -9 | -20 |
| 28 | -24 | 14 | -11 |
| 29 | 31 | 66 | 79* |
| 30 | -43 | -6 | -21 |

Only cln2 rad14, bub3 and rad50, for some of the entries so far:
item	Structure	cln2 rad14	bub3	rad50
22	COc1ccc2c(c1)C(=O)Cc1ccccc1CC2	-9	-33	-20
23	O=c1oc(-c2ccccc2)cn1-c1ccccc1	13	-2	3
24	CN1C/C(=C\c2ccccc2)C2=NN(C(N)=S)[C@H](c3ccccc3)[C@@H]2C1	11	-20	4
25	N#Cc1ccccc1[N+](=O)[O-]	0	61	68

Further entries
| entry | SMILES | rad50 | sgs1 mgt1 | yeast mec2-1 |
| --- | --- | --- | --- | --- |
| 31 | CN(/N=C/c1ccnc2ccccc12)c1ccc(Cl)cc1[N+](=O)[O-] | -27 | -15 | -44 |
| 32 | N#CC1CC2(CCN1C(=O)c1ccccc1)OCCO2 (stereo not drawn) | 2 | 17 | 1 |
| 33 | S=c1nc[nH]c2[nH]cc(Br)c12 | 12 | 2 | -7 |
| 34 | COc1cc2cc3c4cc(OC)c(OC)cc4cc[n+]3c(C)c2cc1OC (tested in a mixture with another compound) | -36 | -20 | -23 |
| 35 | COc1ccc(S(=O)(=O)N(C)c2ccccc2)cc1 | 3 | -21 | -57 |
| 36 | CC(SC(=O)c1ccccc1)(SC(=O)c1ccccc1)c1ccccc1 | -14 | -8 | -15 |
| 37 | O=C(O)C1(Nc2ccc(-c3ccc(NC4(C(=O)O)CCCC4)cc3)cc2)CCCC1 | 11 | 7 | 6 |
| 38 | Cc1cc(C)c(S(=O)(=O)c2c(C)cc(C)cc2C)c(C)c1 | 39 | 6 | 12 |
| 39 | COc1ccc(OC)c2[nH]c(=O)c(CCC(=O)O)nc12 | 4 | 13 | 2 |
| 40 | COc1ccc(CN2CCCN(Cc3ccc(OC)cc3OC)C2c2cccc([N+](=O)[O-])c2O)c(OC)c1 | 71* | 78* | 30 |
| 41 | Clc1ccc(-c2nnc(C34CC5CC(CC(C5)C3)C4)o2)cc1 | -12 | -11 | -9 |
| 42 | CC(=O)CC(=O)Nc1ccc(C(=O)O)c(O)c1 | -14 | 8 | -19 |
| 43 | O=S1(=O)C(c2ccccc2)=C(O)c2cc3ccccc3nc21 | 1 | 3 | -2 |
| 44 | CCOC(=O)NC(NC(=O)OCC)C(Cl)Cl | 5 | 0 | -13 |
| 45 | COCCCCCOC | 6 | -3 | -15 |

| entry | cln2 rad14 | bub3 | yeast mlh1 rad18 |
| --- | --- | --- | --- |
| 31 | 8 | 1 | -24 |
| 32 | -3 | 4 | 19 |
| 33 | -5 | 4 | 12 |
| 34 | -4 | -43 | -14 |
| 35 | 13 | 19 | 4 |
| 36 | 0 | 0 | -6 |
| 37 | 20 | 8 | 6 |
| 38 | 42 | 1 | 1 |
| 39 | -45 | 8 | -4 |
| 40 | 54 | 8 | 51 |
| 41 | 2 | -8 | -19 |
| 42 | -1 | 32 | -1 |
| 43 | -33 | -14 | 6 |
| 44 | -1 | -12 | -8 |
| 45 | 7 | 12 | 2 |

Following part
| entry | SMILES | rad50 | sgs1 mgt1 | yeast mec2-1 |
| --- | --- | --- | --- | --- |
| 46 | CC(C)CN1C(=O)c2ccccc2S1(=O)=O | 2 | -11 | -6 |
| 47 | COC(=O)/C(C#N)=C(C)/C=C/c1ccc(OC)cc1 | 23 | 8 | 14 |
| 48 | O=c1cc(C=Nc2cccc(Cl)c2)[nH]c(=S)[nH]1 | -14 | -2 | 8 |
| 49 | O=S(=O)(c1ccccc1)C1C2c3ccccc3C(Cl)C1c1ccccc12 (stereo not drawn) | 26 | 4 | -5 |
| 50 | C(=C\C(Sc1ccccc1)c1ccccc1)/NNC1=NC(c2ccccc2)C(c2ccccc2)=NN1 (stereo not drawn) | -22 | -43 | -9 |
| 51 | COc1ccc(/C(=C\c2cc(OC)c(OC)c(OC)c2)C(=O)O)cc1 | 18 | 10 | 13 |
| 52 | CN(C)Cc1c(C(O)(c2ccccc2)c2ccccc2)cc2ccccc2c1Cl | -13 | -26 | -15 |
| 53 | O=[N+]([O-])c1ccc(Sc2ccc([N+](=O)[O-])cn2)nc1 | 12 | 11 | 15 |
| 54 | COc1cc(/C=N/NC(=O)c2ccccc2OC)ccc1O | 41 | 23 | 17 |
| 55 | C/C(=N\O)C1CC2C=C(C#N)C1N(Cc1ccccc1)C2 (stereo not drawn) | 8 | 4 | 7 |
| 56 | O=C1c2ccccc2-c2ccc([N+](=O)[O-])cc21 | 36 | 0 | 6 |
| 57 | N=C(N)c1ccc(/C=C/c2ccc(C(=N)N)cc2)cc1 | 86* | 74* | 81* |
| 58 | Cc1nc(=S)c2cnn(-c3ccc([N+](=O)[O-])cc3)c2[nH]1 | 6 | 13 | -10 |
| 59 | CN(C)Cc1cc(N=Nc2cccc(Cl)c2)ccc1O | 12 | 29 | 13 |
| 60 | O=CN/C=C/c1cccc(O)c1 | 3 | 14 | 16 |

| entry | cln2 rad14 | bub3 | yeast mlh1 rad18 |
| --- | --- | --- | --- |
| 46 | -21 | -1 | 6 |
| 47 | -16 | 19 | 22 |
| 48 | -19 | -8 | -8 |
| 49 | -25 | 3 | 12 |
| 50 | -4 | -20 | -4 |
| 51 | 19 | 18 | 40 |
| 52 | -3 | 1 | -10 |
| 53 | -58 | 28 | 4 |
| 54 | 21 | 28 | 17 |
| 55 | 11 | 11 | 9 |
| 56 | 9 | -1 | -3 |
| 57 | 68 | 87* | 90* |
| 58 | -50 | 4 | 1 |
| 59 | 18 | 42 | 27 |
| 60 | 8 | 11 | 7 |

One compound at a time, from the list above:
Record of C(=C\C(Sc1ccccc1)c1ccccc1)/NNC1=NC(c2ccccc2)C(c2ccccc2)=NN1 (stereo not drawn) : rad50 = -22; sgs1 mgt1 = -43; yeast mec2-1 = -9; cln2 rad14 = -4; bub3 = -20; yeast mlh1 rad18 = -4
Record of O=CN/C=C/c1cccc(O)c1 : rad50 = 3; sgs1 mgt1 = 14; yeast mec2-1 = 16; cln2 rad14 = 8; bub3 = 11; yeast mlh1 rad18 = 7

Further structures
| entry | SMILES | rad50 | sgs1 mgt1 | yeast mec2-1 |
| --- | --- | --- | --- | --- |
| 61 | O=C1C=C(Nc2nc(C(=O)O)cc(=O)[nH]2)c2ccccc2C1=O | 9 | -29 | -15 |
| 62 | N#CC1CCCC[N-]1.[NH-]CC[N-]CC[NH-].[Pt+4] (stereo not drawn) | 58 | 54 | 17 |
| 63 | CC(C)OCC(O)CNCCN (stereo not drawn) | -31 | -8 | -21 |
| 64 | C#CCC(N)(CO)C(=O)O (stereo not drawn) | -17 | -23 | -10 |
| 65 | CCOC(=O)C1CC(O)C(=O)N1C (stereo not drawn) | -20 | 6 | 14 |
| 66 | CN(C)CC(C)(C)C(=O)c1ccc(Cl)cc1 | 9 | -2 | 11 |
| 67 | Cc1nc(NS(=O)(=O)c2ccc(N)cc2)oc1C | 12 | -1 | -8 |
| 68 | CCc1cccc(CC)c1NC(=O)CC1SC(N)=NC1=O (stereo not drawn) | -4 | -2 | -19 |
| 69 | CC(=O)OC1CC2C(C)(C)C(=O)C=C[C@]2(C)C2CCC3(C)C(=CC(=O)C3c3ccoc3)[C@]12C (stereo partly drawn) | 65 | 87* | 65 |
| 70 | O=C(CCCl)Nc1c(Cl)cccc1Cl | 10 | 9 | 12 |
| 71 | O=S1(=O)CS(=O)(=O)OCCCCCO1 | -30 | 8 | -21 |
| 72 | COC(=O)C1(C2(C(=O)OC)NC(C)=C(c3ccccc3)C(=O)O2)NC(C)=C(c2ccccc2)C(=O)O1 (stereo not drawn) | 15 | -7 | -7 |
| 73 | Cn1c(=O)cc(C=Nc2ccc(C(=O)O)cc2)c2ccccc21 | 17 | -7 | -15 |
| 74 | CCN(CC)c1ccc(NCN2C(=O)c3ccccc3C2=O)c(C)c1 | 19 | 26 | 27 |

| entry | cln2 rad14 | bub3 | yeast mlh1 rad18 |
| --- | --- | --- | --- |
| 61 | 16 | -26 | -25 |
| 62 | -10 | 4 | 43 |
| 63 | -2 | -21 | -1 |
| 64 | 9 | -6 | -15 |
| 65 | 16 | -21 | -56 |
| 66 | -3 | 12 | 17 |
| 67 | 9 | -8 | 2 |
| 68 | 10 | 16 | -25 |
| 69 | 19 | 57 | 56 |
| 70 | 19 | 21 | -4 |
| 71 | -20 | -15 | 0 |
| 72 | 8 | -5 | 15 |
| 73 | 1 | 5 | 8 |
| 74 | -8 | 38 | 15 |
